RAD54 branch – inhibitors of human RAD54 branch migration, primary screen, biochemical, fluorescence, single point | DNA repair and recombination protein RAD54-like (Homo sapiens), Q92698 | RAD54 Holliday junction branch migration, FAM/BHQ fluorescence | inhibition, % at 10.4 µM | 0.14% of 360,000 active | AID 602329, 2012;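 active means mean normalized replicate activity at least 40 and at least half of replicates scoring 40 or more; inconclusive means only one of the two criteria met; inactive means mean below 40 and under half of replicates reaching 40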;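 further: 0% = median of neutral control wells and 100% = median of positive control wells; inhibitors cause a drop in the FAM fluorescence signal; in these data hits start at about 50%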
Target sequence (Q92698 whole entry, looked up): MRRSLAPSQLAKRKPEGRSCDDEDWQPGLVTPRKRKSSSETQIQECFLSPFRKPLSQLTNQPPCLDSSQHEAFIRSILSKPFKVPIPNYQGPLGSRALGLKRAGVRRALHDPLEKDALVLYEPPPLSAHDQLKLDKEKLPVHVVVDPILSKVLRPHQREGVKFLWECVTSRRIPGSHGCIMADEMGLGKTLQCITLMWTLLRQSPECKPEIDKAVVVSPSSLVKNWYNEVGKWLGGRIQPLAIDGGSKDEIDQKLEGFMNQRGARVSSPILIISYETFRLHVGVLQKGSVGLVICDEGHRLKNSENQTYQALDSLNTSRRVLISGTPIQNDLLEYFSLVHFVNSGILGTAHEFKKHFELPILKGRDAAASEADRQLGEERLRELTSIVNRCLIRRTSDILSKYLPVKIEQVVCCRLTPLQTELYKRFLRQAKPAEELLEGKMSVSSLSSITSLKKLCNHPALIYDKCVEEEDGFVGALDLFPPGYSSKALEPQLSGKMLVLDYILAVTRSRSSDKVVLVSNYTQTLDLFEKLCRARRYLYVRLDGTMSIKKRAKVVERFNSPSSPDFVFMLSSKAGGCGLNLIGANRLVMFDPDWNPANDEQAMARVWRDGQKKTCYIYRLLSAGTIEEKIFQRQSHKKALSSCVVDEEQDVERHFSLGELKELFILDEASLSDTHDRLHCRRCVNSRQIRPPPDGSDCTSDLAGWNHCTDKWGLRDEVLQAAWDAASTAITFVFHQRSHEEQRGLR
esBAF inh – Bmi1 luciferase reporter increase in mESCs, primary screen, esBAF inhibitor project, mouse ES cells, Bmi1 luciferase knock-in, single point | reporter increase, % at 12.5 µM | 24 h; 100% = twice the neutral-well signal | 2% of 350,000 active; in the data active means activation above about 40%; inconclusive means no clear call, values can overlap the other calls;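 further: 0% = median of the plate's neutral control wells and 100% = double that signal; a rise in the Bmi1 reporter signal indicates esBAF inhibition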
ARNT TACC3 PPI – disruptors of ARNT/TACC3 protein interaction, primary screen, biochemical, AlphaScreen, single concentration. AlphaScreen His-ARNT PAS-B/GST-TACC3 binding, luminescence; TACC3 fragment carries E629A point mutation. inhibition, % at 9.99 µM. 0.66% of 390,000 active;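 active means mean inhibition of replicates at least 50% and at least half of replicates each reaching 50%; inconclusive means half or more replicates reach 50% but mean below 50%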;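 further: 0% = complete ARNT plus TACC3 wells and 100% = ARNT alone without TACC3; many hits fall short of the cut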
* marks the source's active call; other numbers are inactive results; u = inconclusive. A portion of the library. The share of hits here may be higher or lower than overall.

cpd	smiles	esBAF inh	ARNT TACC3 PPI	RAD54 branch
1	COc1ccc(C)cc1-n1nnnc1SCc1nc2ccccc2s1	57*	-1	-1
2	O=C(Cn1nc(-c2ccccc2)c2ccccc2c1=O)NCC1CCCO1 (stereo unspecified)	-4	-11	4
3	COc1ccc2nc(NC(=O)CSc3nccc(C)n3)sc2c1	-16	-1	6
4	CCc1nnc(NC(=O)CSc2nnc(-c3ccoc3C)n2-c2ccccc2)s1	-4	-4	2
5	Nc1nnc(SCc2ccc3c(c2)OCO3)s1	9	11	0
6	Cc1ccc(C)c(Cn2cnc3c(cnn3C(C)(C)C)c2=O)c1	-3	-2	-1
7	O=C(Nc1ccccc1)c1ccc(NCc2cccnc2)c(S(=O)(=O)N2CCOCC2)c1	11	0	-2
8	C=CCN(C(=O)c1cccc(S(=O)(=O)N2CCN(C)CC2)c1)c1nc(-c2ccccc2)cs1	12	1	13
9	CCCc1cc(=O)n2[nH]c(SCc3ccccc3)nc2n1	7	-7	-14
10	Cc1cc(C(=O)COC(=O)c2cccs2)c(C)n1-c1c(C)n(C)n(-c2ccccc2)c1=O	-1	-14	6
11	O=c1oc(-c2ccco2)nc2c1cnn2-c1ccccc1	-1	-7	-2
12	CC(=O)NC1CCC(C(=O)O)(c2ccccc2)C1 (stereo unspecified)	-8	-7	6
13	Nc1nc(-c2ccccc2)nc(-c2ccccc2O)n1	-7	-8	10
14	CCOC(=O)C1CCCN(S(=O)(=O)c2ccc(F)c(C(=O)Nc3ccc(F)c(F)c3)c2)C1 (stereo unspecified)	2	8	4
15	Cc1cc(NC(=O)COC(=O)COc2ccc3c(c2)CCC3)no1	-5	-4	-1
16	COCCOC(=O)c1[nH]c2c(c1C)C(=O)CC(c1ccc(N(C)C)cc1)C2 (stereo unspecified)	22	7	-3

Excerpt, entries 15–16
cpd	smiles	esBAF inh	ARNT TACC3 PPI	RAD54 branch
15	Cc1cc(NC(=O)COC(=O)COc2ccc3c(c2)CCC3)no1	-5	-4	-1
16	COCCOC(=O)c1[nH]c2c(c1C)C(=O)CC(c1ccc(N(C)C)cc1)C2 (stereo unspecified)	22	7	-3

(cont.)
cpd	smiles	esBAF inh	ARNT TACC3 PPI	RAD54 branch
17	O=C(COC(=O)C1CCC1)Nc1ccc(Oc2ccccc2)cc1	5	-5	-1
18	Cc1nnc(SCC(=O)NC2CC2)n1CCc1ccccc1	-2	-9	1
19	CCCNC(=O)c1ccc2c(c1)ncn2-c1ccccc1OC	5	0	3
20	C=CCn1c(C)cc(C(=O)CSc2n[nH]c(N)n2)c1C	12	-2	-11
21	Cn1cccc1/C=N/NC(=O)c1sc2ccccc2c1Cl	62*	21	9
22	COCCOC(=O)c1c(C)n(C)c2ccc(OC(=O)N3CCOCC3)cc12	-5	-22	-4
23	CCc1ccccc1S(=O)(=O)Cc1ccc(C(=O)NCC2CCCO2)o1 (stereo unspecified)	-9	2	3
24	O=C(CSc1nnc(-c2ccco2)o1)c1ccccc1	6	0	9

A few values from the results shown.
#22 – ARNT TACC3 PPI: -22
#24 – RAD54 branch: 9

Carrying on.
cpd	smiles	esBAF inh	ARNT TACC3 PPI	RAD54 branch
25	COC(=O)CCC(=O)Nc1nnc(C(F)(F)F)s1	-1	0	4
26	Cc1ccc2cc(COC(=O)c3ccncc3)c(=O)[nH]c2c1	-6	-8	1
27	C=CCOc1cccc(CNn2cn[nH]c2=S)c1	7	-3	-4
28	CC1CCN(C(=O)C2Cc3ccccc3CN2S(=O)(=O)c2ccc(F)cc2)CC1 (stereo unspecified)	3	-2	-7
29	O=C(NCC1CCCO1)c1cccnc1Nc1ccccc1F (stereo unspecified)	1	-10	1
30	Cc1cccc(NC(=O)c2onc3c2CCCC3)c1C	51*	-8	-3
31	Cc1n[nH]c(=S)n1/N=C/c1ccccc1OCc1ccc(Cl)cc1	52*	0	1
32	CS(=O)(=O)N(CC(=O)Nc1ccc(F)cc1F)c1cccc([N+](=O)[O-])c1	-7	-10	3
33	CC1(C(=O)O)CCC(C(=O)N2CCOCC2)C1(C)C (stereo unspecified)	-8	-3	-14
34	O=C(c1coc(=O)c(Br)c1)N1CCCc2ccccc21	31	13	-17
35	CCN(c1ccccc1)S(=O)(=O)c1cnc[nH]1	-7	-5	1
36	Cc1cc(NC(=O)c2cccc(S(=O)(=O)N3CCOCC3)c2)no1	-4	3	16
37	OCCN1CCN(c2nc(-c3ccccc3)c3cc(Cl)ccc3n2)CC1	-21	1	6
38	COc1ccc(OC)c(-c2nc(C)sc2CC(=O)O)c1	-5	-12	2
39	COc1ccc(N=c2oc3cc(O)ccc3cc2C(=O)NCC2CCCO2)c(OC)c1 (stereo unspecified)	12	14	-1
40	O=C(OCc1cccs1)c1ccccc1NS(=O)(=O)c1ccc2c(c1)OCCO2	0	-1	-3
41	COC(=O)c1ccc(NC(=O)C23CCC(C)(C(=O)O2)C3(C)C)cc1 (stereo unspecified)	5	1	10
42	Cc1nn(C(C)C(=O)N2CCc3ccccc32)c(C)c1[N+](=O)[O-] (stereo unspecified)	1	-7	1
43	CCC1Oc2ccc(C)cc2N(CC(=O)N(Cc2ccncc2)Cc2ccco2)C1=O (stereo unspecified)	-5	-1	-6
44	O=C(O)Cc1ccc2c(c1)N(S(=O)(=O)c1cccc(C(F)(F)F)c1)CC(C(=O)O)O2 (stereo unspecified)	6	-6	13
45	CCCOc1ccccc1N/C(=N/c1nc(C)cc(C)n1)NC(=O)Nc1ccc(Cl)cc1	12	-3	4
46	CN1CCCC(OC(=O)c2ccc3c(c2)OCCO3)C1 (stereo unspecified)	26	2	4
47	O=C(CN(C(=O)c1ccco1)c1cccc(F)c1)NCc1ccc(F)cc1	-5	-1	-4
48	Cc1ccc(NC(=O)c2ccco2)cc1C	21	-9	-4
49	c1ccc(Cc2cc(-c3ccccc3)on2)cc1	66*	-16	0
50	Cc1ccc2nc(CSc3nnc(-c4ccco4)n3-c3ccccc3)cc(=O)n2c1	2	-6	-2
51	CCCCCCCCCCC[N+](C)(C)CC/C=C1/c2ccccc2Sc2ccc(Cl)cc21	-41	25	17
52	Cc1cc(C)n(-c2nc(N(C)C)nc(N(C)C)n2)n1	1	-5	11
53	COc1ccccc1CN1CC(C(=O)NC2CCCCC2)CC1=O (stereo unspecified)	11	0	0
54	CCOC(=O)COc1cc(Br)c(C2NC(=O)NC(C)=C2C(C)=O)cc1OCC (stereo unspecified)	-4	-1	-5
55	Cc1ccc(C)c(NC(=O)c2cc3c([nH]c4ccccc43)c(C)n2)c1	-5	-5	2
56	Cc1[nH]c(=O)[nH]c(=O)c1S(=O)(=O)N1c2ccc(F)cc2CCC1C (stereo unspecified)	2	0	-4
57	COc1ccc2c(c1OC)C(=O)N1C(C(=O)O)Cc3c([nH]c4ccccc34)C21 (stereo unspecified)	-14	-8	4
58	Cc1ccc(S(=O)(=O)N2CCCC(C(=O)NCc3cccnc3)C2)cc1Cl (stereo unspecified)	8	-4	1
59	Clc1cccc(Cl)c1CNC1CCCC1	-12	-4	2
60	COc1ccc(OC)c(NC(=O)Cn2cc(C#N)c3cc(Br)ccc32)c1	2	-13	-4
61	COc1ccc(-n2c(SCC(N)=O)nc3sc4c(c3c2=O)CCN(C)C4)cc1	-9	2	40
62	Cc1nc(SCC(=O)NCCc2ccccc2)n[nH]1	-4	-2	-5
63	CCc1ccccc1NC(=O)C1C(c2ccccc2)C1(Cl)Cl (stereo unspecified)	3	-7	-3
64	CC(C)=CCC/C(C)=C/CC/C(C)=N/O	2	-10	10
65	CC(=O)Nc1ccc(S(=O)(=O)NCCN2CCOCC2)cc1	-12	-2	-14
66	CCN(CC)c1ccc(-n2cc3c(=O)n(C)c(=O)n(C)c3c2)cc1	u	7	3
67	Cc1ccccc1NC(=O)C1Cc2ccccc2C(=O)O1 (stereo unspecified)	22	-3	11
68	Cc1cccc(N(C(=O)CCC(=O)Nc2ccccn2)C(C(=O)NC(C)C)c2ccc(O)cc2)c1 (stereo unspecified)	5	3	-1
69	OCCn1c(Cl)nc2ccccc21	-6	-3	13
70	O=C(Cn1nnc(-c2ccccc2NC(=O)c2ccccc2F)n1)NCc1ccco1	2	9	7
71	CCC1CC(CSc2ncn[nH]2)OC1=O (stereo unspecified)	-7	0	-5
72	C/C(N)=C(/C#N)C(=O)COC(=O)c1cc(S(=O)(=O)N2CCCCC2)ccc1C	-9	1	-9

Laid out differently: two of the compounds above
#67 Cc1ccccc1NC(=O)C1Cc2ccccc2C(=O)O1 (stereo unspecified)
  esBAF inh: 22 | ARNT TACC3 PPI: -3 | RAD54 branch: 11
#26 Cc1ccc2cc(COC(=O)c3ccncc3)c(=O)[nH]c2c1
  esBAF inh: -6 | ARNT TACC3 PPI: -8 | RAD54 branch: 1

(continued)
cpd	smiles	esBAF inh	ARNT TACC3 PPI	RAD54 branch
73	Cc1cccc2cc(CN(CC3CCCO3)C(=O)NC3CCCCC3)c(=O)[nH]c12 (stereo unspecified)	-2	-15	-4
74	Cc1ccc(C(=O)Nc2sc(C)c(-c3ccccc3)c2C(N)=O)cc1[N+](=O)[O-]	-57	-7	-2
75	CCOC(=O)N1CCN(C(=O)CCc2c(C)nc3nc(C)nn3c2C)CC1	-6	18	5
76	CCOc1ccccc1N(C)C(=O)C1CCN(S(=O)(=O)c2cccc3nonc23)CC1	-4	3	3
77	Cn1c(-c2ccc3c(c2)OCO3)cnc1NCc1cccc(Cl)c1	12	7	-2
78	CCOc1cc(NC(=S)Nc2cccc(OC)c2)c(OCC)cc1NC(=O)c1ccc(C)cc1	0	-10	-2
79	O=C(COC(=O)c1ccc2c(c1)OCO2)NC1CCS(=O)(=O)C1 (stereo unspecified)	-4	-2	-2
80	Cc1ccc(NC(=O)CCn2c(=O)oc3ccccc32)cc1	2	-1	3
81	COc1ccc(OCC(=O)Nc2ncc3c(n2)CC(C)(C)CC3=O)cc1	0	1	-8
82	FC(F)(F)c1cccc(N2CCN(CC3CC=CCC3)CC2)c1 (stereo unspecified)	12	-2	2
83	CCn1c(SCc2nc3ccccc3c(=O)[nH]2)nnc1-c1ccncc1	-7	0	2
84	O=C(CN1C(=O)CCC1=O)Nc1nc(-c2cccs2)cs1	-2	3	10
85	CS(=O)(=O)N(CC(=O)NC1CCCCC1)c1cccc(Cl)c1	-12	-13	-8
86	COc1ccc(NC(=O)CSc2nc3n[nH]c(C)c3c(=N)n2-c2ccc(Cl)c(C)c2)cc1OC	-12	1	2
87	COc1nc2ccccc2c(=O)n1OCC(C)C	4	-4	7
88	COc1ccc(-c2coc3cc(O)ccc3c2=O)cc1OC	59*	3	2

Entries of single compounds, quoted from the list:
COc1nc2ccccc2c(=O)n1OCC(C)C across the screens: esBAF inh: 4; ARNT TACC3 PPI: -4; RAD54 branch: 7
CS(=O)(=O)N(CC(=O)NC1CCCCC1)c1cccc(Cl)c1 across the screens: esBAF inh: -12; ARNT TACC3 PPI: -13; RAD54 branch: -8
COc1ccc(OCC(=O)Nc2ncc3c(n2)CC(C)(C)CC3=O)cc1 across the screens: esBAF inh: 0; ARNT TACC3 PPI: 1; RAD54 branch: -8

Next section.
cpd	smiles	esBAF inh	ARNT TACC3 PPI	RAD54 branch
89	Cn1c(SCC(=O)Nc2nccs2)nnc1-c1ccco1	-4	1	-1
90	Cc1sc2ncnc(SCC(=O)c3cccs3)c2c1C	60*	-2	-14
91	COc1cccc2cc(/C(C)=N/Nc3nc(-c4cc(C)ccc4C)cs3)c(=O)oc12	1	-3	-15
92	CC(=O)N1CCN(c2nc(C)nc3sc4c(c23)CCC(C)C4)CC1 (stereo unspecified)	1	2	12
93	O=C(NCC1CCCO1)c1c(O)c2ccccc2[nH]c1=O (stereo unspecified)	51*	-7	-7
94	Cc1ccc(Sc2ncccc2COC(=O)Nc2c(C)cccc2C)cc1	-4	6	-1
95	CN(C)c1ccc(C(c2nnnn2CCOC(=O)Nc2ccc(Cl)cc2)N2CCOCC2)cc1 (stereo unspecified)	-7	8	9
96	Cc1nnc(-c2cccc(Br)c2)c2cn(-c3cccc(Br)c3)nc12	-8	-5	-2
97	COc1ccc(NCc2nnc(SCC(=O)c3ccc(C)cc3)o2)cc1	-10	7	7
98	N#C/C(=C(/O)CSc1nnc(Cc2cccs2)n1C1CCCCC1)c1nc2ccccc2[nH]1	2	4	1
99	CCCNC(=O)c1ccccc1NC(=O)c1ccccc1N(C)S(=O)(=O)c1ccc(C)cc1	-5	-3	4
100	Cn1nccc1C(=O)NCCN1C(=O)OC(C)(C)C1(C)O (stereo unspecified)	11	3	-18
101	Cc1nn(-c2ccccc2)c2c1C(c1ccccc1)C(C#N)=C(N)O2 (stereo unspecified)	-4	2	6
102	Cc1ccc2nc(SCc3nnc(-c4ccccc4Br)o3)[nH]c2c1	-6	-1	-2
